# Screening data from PubChem.
# SENP6 inh: blocks the human protease SENP6 | AID 2599 | Q9GZR1 | inhibition, % at 10 µM | Recombinant SENP6 catalytic domain, aminoluciferin luminescence | 1.8% of 330,000 active;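 active = inhibition above about 50% at the single tested dose, limit read from the data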;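 also: plate controls were DMSO wells with enzyme for no effect and DMSO wells lacking enzyme for full effect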
# hIAP activ: increases human intestinal alkaline phosphatase activity | 0.16% of 330,000 active | P09923 | purified human IAP, CDP-Star luminescence, 30 min; stronger effect = higher value; 1 = vehicle-only enzyme, 0 = enzyme-free background | activation factor at 10 µM;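 active = activation factor of the enzyme at least 2-fold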; also: the source names both 10 and 20 µM as test concentration; values of inactives mirror those of a sister screen read the other way
# SENP8 block: SENP8 (human) protease inhibition. Q96LD8. recombinant SENP8, Nedd8 substrate fluorescence. inhibition, % at 20 µM. 0.64% of 360,000 active. AID 602440; in the data active = inhibition mostly above about 40%, no sharp cut-off; inactive = mostly below about 27%
# Target sequence (Q96LD8 whole entry, looked up): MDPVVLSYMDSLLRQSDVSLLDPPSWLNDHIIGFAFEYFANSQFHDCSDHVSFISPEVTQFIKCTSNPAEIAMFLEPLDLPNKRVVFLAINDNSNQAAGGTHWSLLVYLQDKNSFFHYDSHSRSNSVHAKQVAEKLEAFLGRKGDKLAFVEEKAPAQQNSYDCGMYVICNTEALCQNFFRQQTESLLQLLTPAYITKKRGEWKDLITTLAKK
# NR3A LBD binder: modulates the human NR3A ligand-binding domain | NR3A LBD differential scanning fluorimetry, Tm shift; 0% = protein alone, 100% = glycine-bound protein | Tm shift relative to glycine control, % at 25 µM | 2.5% of 340,000 active | AID 1259313;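 active = melting temperature shift of at least 10% of the positive control shift, at one fixed dose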
# ATG4B inh: blocks human ATG4B protease cleavage of LC3 substrate. inhibition, % at 8.33 µM. 0.51% of 340,000 active. Q9Y4P1. ATG4B cleavage of LC3-PLA2, NBD-HPC fluorescence, 1 h; in the data active = inhibition above about 40%
# Target sequence (Q9Y4P1 whole entry, looked up): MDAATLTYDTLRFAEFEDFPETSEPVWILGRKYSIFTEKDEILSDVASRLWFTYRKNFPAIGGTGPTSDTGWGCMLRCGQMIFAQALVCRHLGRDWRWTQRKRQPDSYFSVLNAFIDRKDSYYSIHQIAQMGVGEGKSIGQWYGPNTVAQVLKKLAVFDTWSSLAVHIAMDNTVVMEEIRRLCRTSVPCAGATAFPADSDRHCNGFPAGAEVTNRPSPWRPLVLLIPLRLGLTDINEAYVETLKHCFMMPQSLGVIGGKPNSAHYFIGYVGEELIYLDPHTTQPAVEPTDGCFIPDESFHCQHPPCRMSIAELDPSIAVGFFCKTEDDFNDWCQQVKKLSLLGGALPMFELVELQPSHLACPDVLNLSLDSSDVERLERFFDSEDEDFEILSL
# SENP1 inh: SENP1 (human) catalytic domain inhibition. Q9P0U3. recombinant SENP1 catalytic domain, CyPet-SUMO1-YPet FRET cleavage. inhibition, % at 10 µM. 0.21% of 360,000 active;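 active = inhibition at least 30% at 10 µM, raw YFP signal under a set limit, fluorescence ratio 0.5 to 1.5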;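 also: 0% = enzyme with DMSO and 100% = no enzyme wells; some results filed as inactive read as strong as hits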
# Target sequence (Q9P0U3 419-644 limits assumed): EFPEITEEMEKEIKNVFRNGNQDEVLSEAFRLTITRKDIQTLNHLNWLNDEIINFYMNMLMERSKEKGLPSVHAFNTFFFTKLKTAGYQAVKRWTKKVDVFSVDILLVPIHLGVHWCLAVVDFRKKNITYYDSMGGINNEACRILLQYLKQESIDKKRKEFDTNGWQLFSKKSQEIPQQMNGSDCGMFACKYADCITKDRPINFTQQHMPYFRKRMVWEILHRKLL
#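 Controls: no-enzyme wells low, DMSO-plus-enzyme wells high control. Test system: human recombinant His6-tagged SENP1 catalytic domain enzyme. Reagent: SFCypet-SUMO1-SFYpet FRET protein substrate, 25 nM final. Doses: one dose per compound, 10 µM, 0.5% DMSO. Detection: FRET, CFP and YFP emission. Timing: 50 min reaction at room temperature.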
# PfG6PD inh: PfG6PD (Plasmodium falciparum) enzyme inhibition | PfGluPho enzyme, NADPH resazurin-diaphorase fluorescence | inhibition, % at 20 µM | 0.78% of 350,000 active | AID 504690;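 active = inhibition reaching at least a set limit at 20 µM in the primary screen, cut at about 59% in these data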;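 also: 0% = DMSO wells with substrate and 100% = DMSO wells lacking glucose-6-phosphate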
# MPTP block: blocks calcium-induced mitochondrial swelling. isolated mouse mitochondria, Ca2+ swelling absorbance, 30 min. inhibition, % at 10 µM. 1.4% of 360,000 active. AID 602449;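 active = inhibition of 50% or more, scaled per plate between neutral and stimulator controls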;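 also: 0% = DMSO wells given calcium and 100% = 1 mM EGTA wells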
# Numbers without * were called inactive; . = no result given. Hits appear at their usual frequency, and some 6.7% of all compounds hit somewhere here.
1. CCOc1c(OC)cccc1C1CC(=O)Nc2cc(OC)c(OC)cc21 (configuration not stated)
2. Cc1cc(NS(=O)(=O)c2ccc(NC(=O)COc3ccc(Cl)c(C)c3)cc2)no1
3. O=[N+]([O-])c1ccc(N=Nc2c(Cl)cc(O)cc2Cl)cc1
4. CCOc1ccc(NC(=S)N(CCOC)C(C)c2ccco2)cc1 (configuration not stated)
5. Cc1cccc(N2CCN(S(=O)(=O)c3ccc(-c4coc(C)n4)cc3)CC2C)c1 (configuration not stated)
6. CSC(=O)NC(=O)NC(=O)c1ccc([N+](=O)[O-])cc1
7. OC(COC(c1ccccc1)c1ccccc1)CN1CCN(c2cccc(Cl)c2)CC1 (configuration not stated)
8. CN1/C(=C\C(=O)C[n+]2cccc(Br)c2)C(C)(C)c2ccccc21

assay / entry,1,2,3,4,5,6,7,8
SENP6 inh,-7,-6,.,20,9,-1,101*,10
hIAP activ,0.92,1,.,0.89,0.88,1,0.95,1
SENP8 block,-2,4,37,32,16,10,3,18
NR3A LBD binder,0,-17,18*,-7,-2,1,-6,2
ATG4B inh,-1,4,13,5,1,-3,-1,5
SENP1 inh,4,-1,1,4,0,-2,1,-6
PfG6PD inh,-14,-37,15,1,0,2,26,-3
MPTP block,1.9,1.3,26,3.4,-0.3,0.4,6.7,-0.4

9. CC(C#N)Sc1nnc(Nc2ccccc2)s1 (configuration not stated)
10. Cc1ccccc1S(=O)(=O)Cc1ccc(C(=O)NC2CCCCCC2)o1
11. C=CCN1CCN(C(c2cccc(OC)c2OC)c2nnnn2CCC(C)C)CC1 (configuration not stated)
12. CCOc1cc(C(=O)Nc2c(C)ccc3nsnc23)cc(OCC)c1OCC
13. O=C(Oc1ccccc1)N1CCCCC1
14. Fc1cccc(Cl)c1/C=N/Nc1c(Cl)cncc1Cl
15. COc1ccc(C(=O)Oc2cc3c4c(c2)C(C)=CC(C)(C)N4C(=O)C3=O)cc1OC
16. COc1ccc(-c2nnc(NC(=O)c3ccc([N+](=O)[O-])o3)o2)c(OC)c1

assay / entry,9,10,11,12,13,14,15,16
SENP6 inh,3,7,-20,2,.,3,3,15
hIAP activ,1.2,0.99,1.1,1,.,0.93,0.93,1.2
SENP8 block,12,7,11,-49,14,10,6,18
NR3A LBD binder,-2,-3,0,-1,.,6,-1,0
ATG4B inh,-13,10,5,5,.,6,-6,-4
SENP1 inh,0,1,1,1,0,0,0,-8
PfG6PD inh,9,-7,18,-12,-5,4,8,-3
MPTP block,-0.5,-0.8,1.4,-0.1,-2.2,2.4,3.2,0.2

17. O=C(c1coc2ccc(O)c(CN3CCOCC3)c12)C1CC1
18. COc1cccc(CNc2nc(SC)ncc2CO)c1
19. Nc1ccc(S(=O)(=O)Nc2cnc3c(Cl)cccc3n2)cc1
20. COc1ccc(/C=N/NC(=O)CCn2c3ccccc3c3ccccc32)cc1OC
21. Cc1cc(C)c(NC(=O)c2cccc(NC(=O)c3ccco3)c2)c(C)c1
22. C/C(=N\Nc1ccc(C(F)(F)F)cc1[N+](=O)[O-])C1CC1
23. CC(C)/C(=N\NS(=O)(=O)c1ccc(Br)cc1)c1cccs1
24. CCOC(=O)N1CCC(c2cc(=O)n3[nH]cc(C(=O)OC)c3n2)CC1

assay / entry,17,18,19,20,21,22,23,24
SENP6 inh,1,-6,.,12,3,-13,-5,1
hIAP activ,0.98,0.88,.,1.2,1.2,1,0.95,1.1
SENP8 block,29,3,-25,1,13,26,19,4
NR3A LBD binder,0,3,4,2,-2,14*,-8,-1
ATG4B inh,-3,-1,-3,-18,8,11,-2,-7
SENP1 inh,2,1,2,1,-2,1,5,0
PfG6PD inh,-9,3,-22,7,-13,-3,-20,3
MPTP block,-0.1,0.3,-0.1,-2.3,0.0,10,-0.4,-0.3

25. CCN(CC)c1ccc(NC(=O)COc2ccc(-n3cnnn3)cc2)cc1
26. Cc1ccc(/C=C/C(=O)N2CCc3ccccc3C2)cc1
27. CC1CCCC(C)N1CCCNC(=O)CCn1c(=O)c2cccn2c2cccnc21 (configuration not stated)
28. C=CCSc1nnc(NC(=O)c2cccc(S(=O)(=O)N3CCOCC3)c2)s1
29. CCOc1ccccc1/C=N\Nc1cnn(Cc2ccccc2)c(=O)c1Cl
30. O=S(=O)(c1ccc(S(=O)(=O)N2CCN(C3CCCCC3)CC2)cc1)N1CCCCCC1
31. O=C(Nc1ccc(S(=O)(=O)NCc2ccccc2)cc1)c1ccc(Br)o1
32. O=C(N/N=C/c1ccc(OC(=O)c2cccs2)cc1)c1cccc(F)c1

assay / entry,25,26,27,28,29,30,31,32
SENP6 inh,0,45,-7,9,-2,.,3,16
hIAP activ,1.2,0.95,1.4,0.93,0.93,.,1,0.96
SENP8 block,33,15,-36,-17,-365,11,24,17
NR3A LBD binder,-5,0,1,-5,-6,-9,8,-3
ATG4B inh,-2,17,-5,1,-7,-1,-2,15
SENP1 inh,2,2,-3,3,-8,3,1,1
PfG6PD inh,-3,29,4,-5,21,-6,-1,-11
MPTP block,0.7,-1.3,0.2,-1.1,1.1,-0.9,2.0,-0.4

33. CC(C)Oc1ccc(CNCC2(O)CCOC(C)(C)C2)cc1 (configuration not stated)
34. CCOC(=O)c1sc2ncnc(Nc3cccc(C(=O)O)c3)c2c1C
35. O=C(Nc1sc2c(c1C(=O)O)CCCCC2)c1cccnc1
36. COc1ccc2[nH]c(=O)c(CN(C(C)=O)c3ccc(C)cc3C)cc2c1
37. O=C1CC(N2CCN(c3cccc(C(F)(F)F)c3)CC2)C(=O)N1c1ccccc1F (configuration not stated)
38. CC[C@]12c3[nH]c4ccc(OC)cc4c3CCN1C(=O)C(CC(=O)NCCCOC)C[C@@H]2C(=O)N1CCN(C(=O)c2ccco2)CC1 (some centres not stated)
39. CC(=O)C1=C(C)N(CC2CC2)C(=O)N[C@H]1c1cccs1
40. CCOC(=O)c1noc(C)c1C(=O)Nc1nc(C)cc(C)n1

assay / entry,33,34,35,36,37,38,39,40
SENP6 inh,13,-31,29,-22,3,.,-7,-17
hIAP activ,0.97,0.91,1,0.9,1,.,1.1,0.95
SENP8 block,17,-68,-15,-317,30,16,19,3
NR3A LBD binder,6,4,-2,0,-3,1,4,0
ATG4B inh,-3,4,4,-2,-4,-2,-5,-12
SENP1 inh,-1,-1,-2,1,1,3,1,1
PfG6PD inh,-5,-19,8,-15,-4,-7,10,-3
MPTP block,-0.2,-0.3,0.5,2.0,-18,2.4,-0.6,0.4

41. CS(=O)(=O)N(CC(=O)N1CCN(c2ccccc2)CC1)c1ccccc1Cl
42. COc1ccc(C(=O)N2CCN(CCc3ccccn3)CC2)cc1
43. Cn1c(SCC(=O)Nc2ccc3nc(SCC(=O)NC4CC4)sc3c2)nnc1-c1ccccc1
44. CC(=O)c1ccc(N2CCN(C(=O)Cc3n[nH]c(=O)c4ccccc34)CC2)cc1
45. O=C(CCSc1nnc(-c2ccncc2)o1)Nc1cccc2ccccc12
46. O=C(NCc1csc(-c2ccccc2)n1)c1ccco1
47. O=C(COC(=O)c1cc[n+]([O-])cc1)NCc1ccccc1Cl
48. Cc1nn(C)cc1/C=C1\CCC/C(=C\c2cn(C)nc2C)C1=O

assay / entry,41,42,43,44,45,46,47,48
SENP6 inh,-20,8,-4,-14,-2,-17,-8,-18
hIAP activ,1,1.1,1,0.9,1,1,0.96,0.92
SENP8 block,13,16,21,-32,4,21,1,26
NR3A LBD binder,0,0,-1,-2,-4,-1,-1,-1
ATG4B inh,-6,4,0,-1,-6,10,10,4
SENP1 inh,2,2,0,-1,0,-2,-6,-32
PfG6PD inh,-7,4,-7,-4,-10,-13,-4,-8
MPTP block,-0.3,0.3,2.5,0.2,-6.4,-1.1,-2.8,0.4

# Copied from the list:
# CS(=O)(=O)N(CC(=O)N1CCN(c2ccccc2)CC1)c1ccccc1Cl in SENP8 block is listed with 13
# CC(=O)c1ccc(N2CCN(C(=O)Cc3n[nH]c(=O)c4ccccc34)CC2)cc1 in MPTP block is listed with 0.2
# O=C(NCc1csc(-c2ccccc2)n1)c1ccco1 in hIAP activ is listed with 1
# O=C(CCSc1nnc(-c2ccncc2)o1)Nc1cccc2ccccc12 in NR3A LBD binder is listed with -4
# COc1ccc(C(=O)N2CCN(CCc3ccccn3)CC2)cc1 in SENP6 inh is listed with 8
# Cc1nn(C)cc1/C=C1\CCC/C(=C\c2cn(C)nc2C)C1=O in SENP6 inh is listed with -18

# New compounds follow:
49. COc1cc(/C=N/NC(=O)c2cnccn2)cc(OC)c1OC
50. CCC1C(=O)NCCN1C(=O)c1ccccc1OC1CCN(S(C)(=O)=O)CC1 (configuration not stated)
51. O=C(CSc1nc2ccccc2c(=O)n1-c1ccc(OC(F)F)cc1)NCc1cccs1
52. C=C(C)CNC(=O)c1ccc2nc(Cc3ccc(OC)cc3)oc2c1
53. CCC(=O)Nc1cc2nn(-c3ccc(C)cc3)nc2cc1C
54. CCC(C)N1CCCCC1C(=O)Nc1c(C)cc(C)cc1C (configuration not stated)
55. COc1cccc(/C(O)=C2/C(=O)C(=O)N(CCN(C)C)C2c2ccc(Br)cc2)c1 (configuration not stated)
56. CC(=O)NCc1ccc(-c2csc(N)n2)s1

assay / entry,49,50,51,52,53,54,55,56
SENP6 inh,8,-24,2,49,-14,-5,-3,15
hIAP activ,0.95,0.91,0.98,1,1.2,0.93,1.1,0.88
SENP8 block,10,7,5,33,-404,4,4,16
NR3A LBD binder,0,-1,-1,-5,-2,-2,2,1
ATG4B inh,-1,-4,40,6,5,5,-13,-15
SENP1 inh,0,1,0,3,2,0,0,-4
PfG6PD inh,17,-9,-2,-5,-29,-10,-9,21
MPTP block,-1.0,-0.2,0.6,2.4,-1.1,-0.9,-0.2,1.3

# Reprinted at random: two entries already listed
4. CCOc1ccc(NC(=S)N(CCOC)C(C)c2ccco2)cc1 (configuration not stated)
9. CC(C#N)Sc1nnc(Nc2ccccc2)s1 (configuration not stated)

assay / entry,4,9
SENP6 inh,20,3
hIAP activ,0.89,1.2
SENP8 block,32,12
NR3A LBD binder,-7,-2
ATG4B inh,5,-13
SENP1 inh,4,0
PfG6PD inh,1,9
MPTP block,3.4,-0.5

# Carrying on.
57. O=C(CSc1nnnn1C1CCCCC1)Nc1nc2c(s1)CCCC2
58. COc1ccc(-c2cc(C)no2)cc1S(=O)(=O)Nc1ccccc1
59. Cn1c(=O)c2c(nc(Cl)n2CC(=O)N2CCCCC2)n(C)c1=O
60. Cc1cccc(OCC(=O)N2CCc3ccccc3C2)c1C
61. C#Cc1cccc(C(=O)N2CCCC(C(=O)c3ccc(OC)cc3C)C2)c1 (configuration not stated)
62. Cc1cc(CNC(=O)CC2C(=O)NCCN2Cc2ccccc2)nn1C (configuration not stated)
63. Cc1cc(Cl)ccc1OCC(=O)NC(=S)Nc1ccc(Cl)cn1
64. Cc1cc(C)c(NC(=O)CSc2nccn2C)c(C)c1

assay / entry,57,58,59,60,61,62,63,64
SENP6 inh,-5,-3,13,.,0,3,3,-18
hIAP activ,1.1,0.92,1,.,1,1.3,1,1.2
SENP8 block,10,10,8,10,2,-35,11,19
NR3A LBD binder,1,-4,-1,.,0,2,1,-8
ATG4B inh,-6,-20,-11,.,-1,-10,7,-4
SENP1 inh,1,0,1,1,2,-7,3,2
PfG6PD inh,-8,7,-3,3,-7,10,-10,-13
MPTP block,0.9,1.4,-0.1,-1.1,1.2,-0.6,-0.2,0.1

65. CCOC(=O)c1ccc(NC(=O)c2ccc[n+]([O-])c2)cc1
66. O=C(Nc1nccs1)C1C2/C=C\CCCCC21 (configuration not stated)
67. Cc1ccc(S(=O)(=O)CC(=O)c2ccc(C(C)(C)C)cc2)cc1
68. COc1cccc(/C=N/NC(=O)c2ccoc2C)c1O
69. CCOC(=O)CSc1nc2c(c(=O)[nH]c(=O)n2C)n1Cc1ccccc1

assay / entry,65,66,67,68,69
SENP6 inh,-24,6,0,92*,4
hIAP activ,0.8,0.9,0.96,1.5,1.2
SENP8 block,12,26,22,-43,11
NR3A LBD binder,-1,1,0,-5,2
ATG4B inh,5,11,4,9,-7
SENP1 inh,-1,0,0,-1,1
PfG6PD inh,4,-20,-14,-32,0
MPTP block,-0.4,-0.8,6.0,2.0,0.1
